Compound activity (PubChem)
Hck-Nef inh – inhibitors of human Hck kinase activated by Nef. P08631. Recombinant Hck-YEEI plus Nef, Z-Lyte FRET kinase assay. inhibition, % at 20 µM. hit rate 0.68% among 220,000. AID 463187;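 active means Hck-Nef kinase inhibition above about 50%, limit read from the data; inactive means inhibition below that limit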;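 further: 0% = DMSO with Hck plus Nef and 100% = Hck alone without Nef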
Runt-SMMHC FRET – Runt domain-CBFb-SMMHC interaction inhibition. Q01196+Q13951. Cerulean-Runt/Venus-CBFb-SMMHC FRET ratio 530/480, 1 h. inhibition, % at 20 µM. hit rate 0.74% among 220,000. AID 1434;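 active means mean inhibition across duplicate retests at 20 µM reaching about 50%, limit read from the data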;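 further: 0% = DMSO wells and 100% = wells with excess untagged CBFb-SMMHC; inhibitors lower the FRET ratio by blocking Runt binding to CBFb-SMMHC; some results filed as inactive read as strong as hits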
PERK inh – blocks human PERK kinase | CHO PERK-DD fusion, SEAP luminescence translation reporter | Q9NZJ5 | hit rate 0.17% among 220,000 | inhibition, % at 5.6 µM;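 active means inhibition above the mean inhibition of all tested compounds plus 3 SD, set separately per screening campaign, cut at about 2.9% in these data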;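 further: PERK kinase domain activated by AP20187 dimerizer at 100 nM; 0% = DMSO with dimerizer and 100% = rapamycin at 8.4 µM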
Target sequence (Q9NZJ5 whole entry, looked up, the tested form may be a part): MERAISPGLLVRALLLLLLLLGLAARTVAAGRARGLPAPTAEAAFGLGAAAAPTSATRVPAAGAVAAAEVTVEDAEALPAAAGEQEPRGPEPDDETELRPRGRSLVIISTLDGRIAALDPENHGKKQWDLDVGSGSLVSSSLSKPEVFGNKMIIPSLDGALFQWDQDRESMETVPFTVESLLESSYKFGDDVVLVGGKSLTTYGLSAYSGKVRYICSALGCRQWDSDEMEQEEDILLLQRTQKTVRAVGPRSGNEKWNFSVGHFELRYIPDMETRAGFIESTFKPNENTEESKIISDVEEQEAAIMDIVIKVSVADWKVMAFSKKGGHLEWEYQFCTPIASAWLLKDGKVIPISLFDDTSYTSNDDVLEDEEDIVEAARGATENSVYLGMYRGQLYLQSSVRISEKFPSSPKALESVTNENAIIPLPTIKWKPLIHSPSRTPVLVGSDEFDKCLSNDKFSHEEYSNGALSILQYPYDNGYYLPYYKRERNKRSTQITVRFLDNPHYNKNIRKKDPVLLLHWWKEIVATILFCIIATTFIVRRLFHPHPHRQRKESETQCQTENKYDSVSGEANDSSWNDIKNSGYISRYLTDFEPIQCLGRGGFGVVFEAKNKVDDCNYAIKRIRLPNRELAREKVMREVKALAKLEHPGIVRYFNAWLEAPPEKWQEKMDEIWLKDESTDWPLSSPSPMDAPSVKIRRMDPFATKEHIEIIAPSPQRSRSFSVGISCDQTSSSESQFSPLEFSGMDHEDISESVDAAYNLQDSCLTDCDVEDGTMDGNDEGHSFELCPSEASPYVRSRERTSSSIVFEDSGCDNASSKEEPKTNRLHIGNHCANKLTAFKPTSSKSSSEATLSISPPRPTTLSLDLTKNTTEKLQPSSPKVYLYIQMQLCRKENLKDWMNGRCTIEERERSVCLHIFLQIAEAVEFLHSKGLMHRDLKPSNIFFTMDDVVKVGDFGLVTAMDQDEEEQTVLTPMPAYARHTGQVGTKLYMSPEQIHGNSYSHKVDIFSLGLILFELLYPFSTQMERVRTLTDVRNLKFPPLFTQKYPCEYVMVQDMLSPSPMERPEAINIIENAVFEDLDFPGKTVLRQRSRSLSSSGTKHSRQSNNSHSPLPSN
Runt-CBFb FRET – blocks binding of human RUNX1 Runt domain to CBFb; Q01196+Q13951; Cerulean-Runt/Venus-CBFb FRET ratio 530/480, 1 h; inhibition, % at 20 µM; hit rate 0.46% among 220,000; AID 1496;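 active means inhibition over about 50% at 20 µM in the single-dose screen, limit read from the data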;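 further: 0% = DMSO wells and 100% = excess unlabeled CBFb competitor control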
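Schedule: protein complex preformed 1 h, compound exposure 1 h, room temperature, dark; test system: Cerulean-labeled Runt domain protein; amount: 100 nM per protein; buffer or medium: Tris 50 mM pH 7.5, KCl, K2SO4, 0.01% BSA; read-out: loss of energy transfer signal; detection: FRET fluorescence; controls: 5 µM unlabeled CBFb as full-inhibition high control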
RBBP9 inh – inhibitors of human serine hydrolase RBBP9 | recombinant RBBP9, FP-Rh probe fluorescence polarization | inhibition, % at 7.94 µM | hit rate 0.2% among 220,000;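 active means inhibition above the campaign mean of all tested compounds plus 3 SD, cut at about 14% in these data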;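 further: plate controls were DMSO wells with RBBP9 for no effect and wells lacking RBBP9 protein for full effect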
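System: RBBP9 protein / Quantity: 2.5 µM RBBP9 dispensing solution, before mixing / Also added: Serine-hydrolase probe FP-Rh, 375 nM pre-mixing / Dosing: 7.94 µM single dose, 0.794% DMSO / Timing: enzyme-compound preincubation 30 min, then probe labeling 45 min, 25 °C / Signal: FP readout at 525/598 nm / Controls: DMSO-treated enzyme wells and wells lacking RBBP9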
zVAD death inh – blocks zVAD induced death of L929 cells; L929 zVAD necroptosis rescue, ATP luminescence, 24 h; with zVAD 60 µM; viability rescue, % at 10 µM; hit rate 0.38% among 220,000; AID 1377;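 active means activation, scaled between plate controls, above about 75%, limit read from the data; inactive means activation under that limit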;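 further: 0% = zVAD with DMSO and 100% = DMSO alone without zVAD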
TNF necrop inh – inhibitors of TNF-alpha induced necroptosis in Jurkat FADD-/- cells | Jurkat FADD-/- TNF necroptosis rescue, ATP luminescence, 24 h; 0 = TNF only, 100 = no-TNF cells | hit rate 0.068% among 220,000 | activation (protection from cell death), % at 10 µM;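 active means activation, meaning protection from cell death, of at least 50% relative to plate controls; inactive means activation below 50%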;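 further: necroptosis triggered by 40 ng/mL TNF-alpha added together with compound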
PGE2 EP2 inh – inhibitors of human EP2 prostaglandin E2 receptor. P43116. C6 glioma cells expressing human EP2, cAMP TR-FRET; cells stimulated with saturating PGE2. inhibition, % at 25 µM. hit rate 0.52% among 260,000. AID 1422;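 active means percent inhibition above 40 after rounding to a whole number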;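 further: rat C6 glioma host cells with rolipram phosphodiesterase inhibitor present; the protocol text gives 20 µM as final concentration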
EP2 mod – modulates human prostaglandin E2 receptor EP2 signaling; P43116; EP2-expressing cells, cAMP HTRF FRET, PGE2 co-stimulation; induction, % at 25 µM; hit rate 0.83% among 260,000; AID 940;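 active means compounds whose cAMP rise, as percent of the full-agonist control response, exceeds 60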;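 further: rat C6 glioma line stably carrying human EP2 under a CMV promoter; the protocol text gives 20 µM as final concentration; 100% = response of wells given 1 µM PGE2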
Numbers without * were called inactive; / = no result given; & = joins results of further samples. This is a subset, so the mix of outcomes need not match the whole.

canonical_smiles	Hck-Nef inh	Runt-SMMHC FRET	PERK inh	Runt-CBFb FRET	RBBP9 inh	zVAD death inh	TNF necrop inh	PGE2 EP2 inh	EP2 mod
O=C(/C=N/O)NCCN1CCCCC1	0	2	0.6	-1	-3	-0.6	0.5	14	27
COc1ccc(NC(=S)NC2CC3CCCC(C2)N3C2CC2)cc1 (stereo not given)	19	2	-0.1	0	-11	-2.1	-1.7	7	-45
O=C1c2ccccc2S(=O)(=O)N1CC(O)Cn1ccc2ccccc21 (stereo not given)	-8	-4	0.1	-1	7	-0.5	0.5	12	-15
COc1ccc(N=C(N(C)C)P(=O)(N(C)C)N(C)C)cc1	-1	-2	1.1	1	-11	0.3	0.3	12	3
COc1c(S(=O)(=O)n2nc(C)cc2C)ccc(Cl)c1Cl	0	-1	-0.5	0	-2	-0.1	-1.3	5	19
CC(=O)c1sc(-c2cccc(Cl)c2)nc1C	23	-2	0.1	1	-3	0.7	-1.9	5	-57
O=C(/C=C/c1ccco1)N1CCN(S(=O)(=O)c2cccs2)CC1	21	-3	1.2	3	-8	0.1	0.3	9	-38
COc1cccc(C(=O)NCc2ccc(N3CCN(C(=O)OC(C)(C)C)CC3)cc2)c1	2	1	2.2	-2	9	0.5	-0.1	3	32
Cc1cc(S(=O)(=O)N2CCN=C2c2ccccc2)ccc1F	-18	9	-0.3	0	-5	-1.0	-1.8	2	-1
CSc1c(C#N)sc(=S)n1-c1ccc(C)cc1	20	-2	0.2	0	5	1.1	0.8	3	35
Cc1ccc2oc(=O)n(CCCOc3ccccc3C)c2c1	30	0	-1.0	-4	-4	0.5	-1.0	17	32
Cc1ccc2nc(SCC(=O)Nc3cccc([N+](=O)[O-])c3)[nH]c2c1	4	1	0.6	0	-3	0.2	-2.4	9	-42
CCOC(=O)c1c(NC(=O)CC2Sc3ccc(C(F)(F)F)cc3NC2=O)sc(C)c1C (stereo not given)	1	-7	0.9	0	3	0.2	-0.6	13	1
Cc1oc(-c2cccc(Cl)c2)nc1CSc1nc2c(c(=O)[nH]1)CCC2	-8	2	0.5	-3	-3	/	-1.2	13	18
COC(=O)[C@H](C)NC(=O)Nc1ccc(Oc2ccccc2)cc1	4	2	0.1	2	-5	1.0	-0.9	6	-9

Sorted by heavy-atom count (smallest number first): 4 of the compounds above.
canonical_smiles	Hck-Nef inh	Runt-SMMHC FRET	PERK inh	Runt-CBFb FRET	RBBP9 inh	zVAD death inh	TNF necrop inh	PGE2 EP2 inh	EP2 mod
COc1c(S(=O)(=O)n2nc(C)cc2C)ccc(Cl)c1Cl	0	-1	-0.5	0	-2	-0.1	-1.3	5	19
Cc1ccc2oc(=O)n(CCCOc3ccccc3C)c2c1	30	0	-1.0	-4	-4	0.5	-1.0	17	32
COC(=O)[C@H](C)NC(=O)Nc1ccc(Oc2ccccc2)cc1	4	2	0.1	2	-5	1.0	-0.9	6	-9
Cc1oc(-c2cccc(Cl)c2)nc1CSc1nc2c(c(=O)[nH]1)CCC2	-8	2	0.5	-3	-3	/	-1.2	13	18

Further entries.
canonical_smiles	Hck-Nef inh	Runt-SMMHC FRET	PERK inh	Runt-CBFb FRET	RBBP9 inh	zVAD death inh	TNF necrop inh	PGE2 EP2 inh	EP2 mod
CC(C)NC(=O)c1ccc(-c2cccc(C(F)(F)F)c2)o1	0	4	0.0	-7	-6	0.2	-0.6	2	-3
COc1ccc(CCN=C(N)NS(=O)(=O)c2ccccc2)cc1	2	-4	1.3	-1	-5	0.3	0.5	5	47
CCOC(=O)NCc1ccc(S(=O)(=O)Nc2ccc(C)cc2)cc1	7	4	-0.1	0	-10	-0.8	-1.0	16	-21
CC1=CC(C)C2C(=O)N(CCC[N+](C)(C)C)C(=O)C2C1 (stereo not given)	5	7	2.1	-17	1	-0.6	-1.1	13	6
CC(=O)N/C(=C/c1ccc(OS(=O)(=O)c2ccc(C)cc2)cc1)C(=O)NCCCO	9	-2	2.3	1	-16	0.6	4.5	12	12
Cc1ccc(CN=Cc2[nH]c3ccc(Br)c(Cl)c3c2O)cc1	1	-5	-0.5	1	4	-0.6	-3.4	19	-31
Cc1ccsc1C(=O)Nc1ccc2c(c1)OCCO2	4	-1	0.9	0	-3	-0.4	4.1	8	-4
N=c1c2cn[nH]c2nc(SCC(=O)c2ccc(Br)cc2)n1-c1ccc(Br)cc1	31	5	0.3	2	-9	2.2	-0.7	8	27
C=CCn1c(CCC(O)COCCC)n[nH]c1=S (stereo not given)	17	-2	1.0	4	8	4.4	1.6	7	-3
O=C(NC1CCCC1)c1n[nH]c2ccccc12	4	-1	0.9	0	-12	2.5	0.6	6	1
CCCn1nnnc1SCC(=O)c1ccc2c(c1)OCCO2	0	-1	-0.2	0	1	0.4	1.1	8	-7
O=C(CSc1nnc(-c2ccccc2O)n1Cc1ccccc1)NNC(=O)c1ccccc1O	1	1	0.4	4	-1	0.7	1.4	7	20
CNC(=O)COC(=O)c1cc(=O)[nH]c2ccccc12	1	-5	1.0	-2	-3	-0.1	-2.2	3	7
NS(=O)(=O)c1ccc(CNC(=O)c2csc3c2CCCC3)cc1	17	1	0.5	0	-8	8.9	1.4	3	16
CCn1c(N2CCN(CC(=O)c3c(C)n(C)c4ccc(OC)cc34)CC2)nc2c1c(=O)[nH]c(=O)n2C	27	0	0.1	-4	-10	-1.3	-3.6	5	-16
O=C(CCC1CCCN(Cc2ccc3c(c2)CCO3)C1)NCc1ccc(F)c(F)c1 (stereo not given)	19	-1	0.5	0	-3	-0.2	3.7	3	-4
O=C(CN1C(=O)C2C3C=CC(C3)C2C1=O)Nc1ccc(S(=O)(=O)Nc2nccs2)cc1 (stereo not given)	-5	-3	0.1	-1	-12	-0.7	1.3	6	21
CCOC(=O)CSc1nc2ccccc2c(=O)n1-c1ccc(C(=O)NCCOC)cc1	0	-7	0.1	-1	-8	0.1	0.3	7	-17
CCc1nc2ccccc2c(C(=O)Oc2ccc(C(=O)OC)cc2)c1C	-1	0	0.4	0	-8	-0.7	-0.6	9	31
CC(C)c1ccccc1NC(=O)COC(=O)CCN1C(=O)/C(=C\C=C\c2ccccc2)SC1=S	-11	-12	1.3	-5	-7	1.4	0.8	4	24
CCOn1c(=O)c(-c2cccc3ccccc23)[n+]([O-])c2ccccc21	-7	-1	0.5	0	-1	-0.3	-1.0	5	-12
Cc1ccc(CNc2nc(Cl)c(C#N)s2)cc1	22	4	1.6	1	-3	1.9	2.2	5	-53
CCOc1ccc2c(c1)c(C(C)=O)c(C)n2-c1ccccc1	0	0	-1.0	0	-5	1.1	-2.2	9	27
Cc1ccc(S(=O)(=O)N2CCCCC2)cc1NC(=O)CSc1ncn[nH]1	-6	2	0.1	0	5	-0.5	0.5	7	3
O=C1c2ccccc2C(Nc2cccnc2)N1Cc1ccccc1 (stereo not given)	0	3	0.1	0	-3	-0.2	-0.7	6	17
CCOc1cccc(NC(=O)C2CC(=O)N(C)C2)c1 (stereo not given)	3	1	0.5	-2	4	-0.3	-1.3	25	6
COc1ccc(CC(=O)NNC(=O)c2cccs2)cc1	0	-5	1.1	3	-9	0.8	1.9	7	-6
CCn1c(=O)cc(OCC(=O)N(C)C2CCCCC2)c2ccccc21	4	6	-0.9	0	2	-0.4	-2.5	7	-2
O=C(Nc1cccc(-c2nc3ccccc3s2)c1)c1cc(=O)c2ccccc2o1	53*	-5	0.8	-2	-7	2.8	-4.4	6	-12
O=C(OCC1OC(n2ccc(=O)[nH]c2=O)C(O)C1OC(=O)c1ccccc1)c1ccccc1 (stereo not given)	6	-3	-1.1	-1	2	0.3	0.7	14	-12

More entries
SMILES,Hck-Nef inh,Runt-SMMHC FRET,PERK inh,Runt-CBFb FRET,RBBP9 inh,zVAD death inh,TNF necrop inh,PGE2 EP2 inh,EP2 mod
CC(C)C(=O)NC(Nc1cccc([N+](=O)[O-])c1)C(Cl)(Cl)Cl (stereo not given),23,2,0.4,0,3,-0.8,0.0,9,12
CCOC(=O)C1Cn2c(nc3c(c2=O)C(C)(C)Cc2ccccc2-3)S1 (stereo not given),1,0,-0.9,-1,-7,-0.6,-3.0,9,33
CCOc1ccccc1C(=O)N(C)Cc1cc2cc(OC)ccc2[nH]c1=O,1,3,-0.2,1,-5,0.5,-0.6,12,-10
N#Cc1cnc2cc(-c3ccccc3)nn2c1N,34,0,1.1,0,3,12,-11,5,-3
O=C(NC1CCCCC1)[C@H](O)[C@@H](O)C(=O)NC1CCCCC1,0,0,0.5,0,-2,1.1,1.7,7,6
Cc1c(/C=N/O)c2ccccn2c1C=O,21,-1,0.5,1,-2,0.4,1.3,6,-5
Cc1nn(C)c(C)c1NC(=O)c1cc2nc(-c3ccco3)cc(C(F)(F)F)n2n1,18,5,-0.9,5,-9,4.5,1.1,5&3,-3&10
CSc1ncccc1C(=O)OCc1ccccc1F,1,1,1.0,-3,-6,-0.2,-2.1,12,40
Cc1ccc(NC(=O)CN2CCN(c3ccccn3)CC2)c(Cl)c1,-1,-1,-0.3,-1,-9,-0.4,-1.3,7,-56
CCCCCCSc1nsc(N)n1,4,0,0.0,1,-7,0.7,-3.0,16,-13
O=C(NNC(=S)NCCCN1CCOCC1)c1ccncc1,6,-3,1.9,2,-9,1.2,0.4,6,20
COc1ccc(/C=N/NC(=O)c2ccc(N(C)S(=O)(=O)c3ccccc3)cc2)cc1OC,2,-7,-0.1,-3,-6,1.6,4.2,5,-21
C=CCn1c(-c2ccc(N)cc2)nc2ccccc21,0,-1,0.9,0,-4,3.7,-2.4,24,10
CC(C)(C)C(=O)NC(=S)Nc1sc2c(c1C#N)CCCCC2,3,8,0.2,16,0,18,4.1,9,-9
CCN(CC)C(=O)CSc1nc2ccccc2c(=O)[nH]1,-5,-2,0.5,2,6,-0.4,0.6,13,13
